Screening data as filed in PubChem.
PhoP inhibition: inhibitors of PhoP regulon expression, primary screen, Salmonella Typhimurium, GFP reporter (AID 1863) | S. Typhimurium PhoP-regulated promoter GFP reporter, 4 h; higher % means a stronger effect | one-dose inhibition, % at 50 µM; IC50 in µM for titrated hits | 300,000 compounds, 0.16% hits;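 active = inhibition over 29.93%, a cutoff 3 SD above the screen mean, later confirmed by dose response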;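 also: 0% = low Mg2+ inducing control and 100% = high Mg2+ repressing control; strong numbers were not always called active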
T cell modulator: modulators of CD8 T cell-vesicle binding, primary screen, mouse 2C CD8+ T cells, flow cytometry. 2C CD8+ T cell-vesicle binding; stronger effect = lower value. calls only at 7 µM. 330,000 compounds, 0.068% hits. AID 2052, 2009;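 active = response, share of CD8 T cells binding vesicles, and their 90th percentile fluorescence all below set limits, cut at about 80% in these data, passing the limit was not always enough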
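Benchmarks: naked versus QL9-loaded vesicles / Assay system: purified 2C TCR transgenic mouse naive CD8+ T cells / Technique: high-throughput flow cytometry with anti-B7-1 and anti-CD8 staining / Timing: Cell–vesicle co-incubation 1.5 h at 37 °C, staining 20 min on ice / Read-out: percent CD8+ FL2 mean versus row control / Probe or stimulus: QL9-loaded Drosophila micro-vesicles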
Hep lipid drop: inhibitors of hepatocyte lipid droplet formation, primary screen, imaging, high-throughput imaging, BODIPY stain; AML12 mouse hepatocytes, oleate lipid droplets; inhibition, % at 6.5 µM; 240,000 compounds, 0.4% hits;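 active = lipid droplet intensity inhibited by at least 50%, with more than 500 cells counted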
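Test system: AML12 mouse liver cells; schedule: overnight exposure; technique: high-content imaging of BODIPY-stained droplets and DAPI nuclei; read-out: % inhibition of corrected integrated BODIPY droplet signal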
Hep lipid drop cells 6.5 µM: second read-out of Hep lipid drop, no call of its own (marks repeat the call); cell count; measured here: cell count, cytotoxicity flag;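 cells counted across two imaged fields per well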
T cell modulator vesicle-bound %: second read-out of T cell modulator, no call of its own (marks repeat the call); double positive events, %; measured here: CD8+ vesicle-bound cell fraction;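 binding gate set so that unloaded-vesicle control wells show 10% double positive cells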
An asterisk follows results filed as active; i = inactive.

The line under a structure holds: PhoP inhibition | T cell modulator | T cell modulator vesicle-bound % | Hep lipid drop | Hep lipid drop cells 6.5 µM
#1 CN(C)S(=O)(=O)c1cccc(C(=O)N2CCC(C(=O)O)(c3ccccc3)CC2)c1
  12% | i | 27 | 17 | 759
#2 COC(=O)Cn1cc(C(=O)c2ccccc2F)c2ccccc21
  -3% | i | 53 | -1 | 824
#3 O=c1[nH]c(O)c(C=Nc2cccc(F)c2)c(=O)[nH]1
  -3% | i | 18 | 20 | 849
#4 O=C1Nc2ccccc2C(c2ccccc2)=NC1O (stereo not drawn)
  0% | i | 23 | -34 | 387
#5 O=C(Nc1cccc(C(F)(F)F)c1)OC1CN2CCC1CC2 (stereo not drawn)
  13% | i | 53 | -1 | 838
#6 COc1ccc(C(C)=O)cc1CN1CC=C(c2ccccc2)CC1
  -10% | i | 47 | 12 | 780
#7 COc1cccc(-c2nn(Cc3ccccc3)cc2C(=O)O)c1
  1% | i | 12 | -3 | 763
#8 CCC1(C)CN(S(=O)(=O)OCC(Cl)(Cl)Cl)C(=O)N1 (stereo not drawn)
  9% | i | 14 | 3 | 773
#9 O=C(O)c1ccccc1NC(=O)N1C[C@H]2C[C@@H](C1)c1cccc(=O)n1C2
  -11% | i | 26 | -9 | 742
#10 C[C@@H]1CC[C@@]2(NC1)O[C@H]1C[C@H]3[C@@H]4CC=C5C[C@@H](O)CC[C@]5(C)[C@H]4CC[C@]3(C)[C@H]1[C@@H]2C
  5% | i | 18 | 5 | 730

Given screen by screen: 2 of the compounds above.
(5) O=C(Nc1cccc(C(F)(F)F)c1)OC1CN2CCC1CC2 (stereo not drawn)
(6) COc1ccc(C(C)=O)cc1CN1CC=C(c2ccccc2)CC1
Compound	5	6
PhoP inhibition	13%	-10%
T cell modulator	i	i
T cell modulator vesicle-bound %	53	47
Hep lipid drop	-1	12
Hep lipid drop cells 6.5 µM	838	780

Later entries
The line under a structure holds: PhoP inhibition | T cell modulator | T cell modulator vesicle-bound % | Hep lipid drop | Hep lipid drop cells 6.5 µM
#11 O=c1c2ccccc2nc(Cc2ccccc2)n1-c1ccccc1
  5% | i | 60 | 10 | 809
#12 c1ccc(CC2CCCCN2)cc1 (stereo not drawn)
  -1% | i | 55 | 11 | 848
#13 C[C@]12CC[C@H]3C(CCC4(O)CC(O)CC[C@]34C=O)C1=CC[C@H]2c1ccc(=O)oc1 (stereo partly drawn)
  8% | i | 38 | 7 | 395
#14 CCOc1ccccc1Oc1coc2cc(OC(=O)N(C)C)ccc2c1=O
  16% | i | 15 | -4 | 821
#15 CC(=Nc1ccccc1N)c1c(O)n(C)c(=O)n(C)c1=O
  -2% | i | 60 | -10 | 806
#16 CC(C)c1ccc(NC(=O)CSc2nnc(OC(=O)N(C)C)n2C2CC2)cc1
  -9% | i | 19 | -12 | 832
#17 N#Cc1ccc(NC(=O)CN2C(=O)NC3(CCCC3)C2=O)cc1Cl
  -4% | i | 18 | -7 | 759
#18 O=C(Cc1ccccc1)N1CCN(Cc2cccc(Cl)c2)CC1
  1% | i | 62 | -3 | 804
#19 O=Cc1c(C(=O)O)n(Cc2ccc(F)cc2Cl)c2ccccc12
  8% | i | 28 | 0 | 798
#20 CCCCCn1cc(C(=O)C(=O)N2CCOCC2)c2ccccc21
  9% | i | 9 | -5 | 786
#21 CN(C)C(=O)Oc1ccc2c(c1)O/C(=C\c1cccc(Cl)c1)C2=O
  -5% | i | 43 | 5 | 833
#22 CC1CCCCN1C(=O)Cn1cc(C=C2C(=O)N(C)C(=O)N(C)C2=O)c2ccccc21 (stereo not drawn)
  -17% | i | 11 | -10 | 782
#23 CN(C)C(CNC(=O)Cc1ccc(Br)cc1)c1ccccc1 (stereo not drawn)
  15% | i | 15 | -7 | 797
#24 Cc1nn(CC(=O)N2CCC3(CC2)OCCO3)c(=O)c2cc3ccccc3n12
  7% | i | 20 | -12 | 705
#25 C[C@]12C=CC(=O)C=C1CC[C@@H]1C2CC[C@]2(C)OC(=O)CCC12 (stereo partly drawn)
  18% | i | 53 | 4 | 835
#26 CCCOc1ccc(C(C)=O)cc1Cc1c(O)[nH]c(=S)[nH]c1=O
  -4% | i | 54 | -14 | 790
#27 CC(=O)O[C@@]12CO[C@@H]1C[C@H](O)[C@@]1(C)C(=O)[C@H](O)C3=C(C)[C@@H](OC(=O)[C@H](O)[C@@H](NC(=O)c4ccccc4)c4ccccc4)C[C@@](O)([C@@H](OC(=O)c4ccccc4)C12)C3(C)C (stereo partly drawn)
  5% | i | 2 | -83 | 495
#28 O=c1nc(/C=C/c2ccc(Cl)cc2Cl)cc(C(F)(F)F)[nH]1
  -3% | i | 57 | -1 | 809
#29 COc1ccc(NS(=O)(=O)c2ccc(OCC(=O)N3CCN(C)CC3)cc2)cc1Cl
  7% | i | 10 | -6 | 835
#30 COc1c(C=C2C(=O)NC(=O)NC2=O)c(CCN(C)C(=O)c2ccccc2)cc2c1OCO2
  9% | i | 31 | -5 | 758
#31 CN1CCN(c2nc3c(c(=O)[nH]2)CCC3)CC1
  -8% | i | 35 | -2 | 797
#32 Fc1ccccc1CNCCc1ccc2c(c1)OCO2
  5% | i | 54 | -3 | 775
#33 CC1CCCC(NC(=O)CNC(=S)N2CC3CC(C2)c2cccc(=O)n2C3)C1C (stereo not drawn)
  -2% | i | 20 | 8 | 722
#34 Nc1ccc2ccc3cccc[n+]3c2c1
  -175% | i | 66 | -3 | 804
#35 CCOc1cc2c(cc1OCC)-n1cccc1C(c1ccc(OC(F)F)cc1)NC2 (stereo not drawn)
  0% | i | 48 | 3 | 760
#36 CCOc1cc2c(cc1OCC)-n1cccc1C(c1cccc(OCC)c1O)NC2 (stereo not drawn)
  5% | i | 51 | 3 | 837
#37 CN1CCN(Cc2cn(C)c3ccccc23)CC1CCO (stereo not drawn)
  -4% | i | 55 | -6 | 820
#38 COc1ccccc1C(=O)Nc1ccc2c(c1)CC1(C(=O)N(C)C(=O)N(C)C1=O)C1CCCN21 (stereo not drawn)
  -8% | i | 7 | 23 | 691
#39 COc1ccc(NC2=NCCCS2)cc1OC
  -4% | i | 40 | -1 | 819

Profiles, looked up by structure:
CCOc1cc2c(cc1OCC)-n1cccc1C(c1ccc(OC(F)F)cc1)NC2 (stereo not drawn) in the list: PhoP inhibition = 0%; T cell modulator = i; T cell modulator vesicle-bound % = 48; Hep lipid drop = 3; Hep lipid drop cells 6.5 µM = 760
CN1CCN(Cc2cn(C)c3ccccc23)CC1CCO (stereo not drawn) in the list: PhoP inhibition = -4%; T cell modulator = i; T cell modulator vesicle-bound % = 55; Hep lipid drop = -6; Hep lipid drop cells 6.5 µM = 820

Reformatted with bars between the fields: part of the list above.
item | mol | PhoP inhibition | T cell modulator | T cell modulator vesicle-bound % | Hep lipid drop | Hep lipid drop cells 6.5 µM
39 | COc1ccc(NC2=NCCCS2)cc1OC | -4% | i | 40 | -1 | 819
36 | CCOc1cc2c(cc1OCC)-n1cccc1C(c1cccc(OCC)c1O)NC2 (stereo not drawn) | 5% | i | 51 | 3 | 837

Only part of the results is shown (hit frequency here may not be typical).
